GSH fluor – compound fluorescence on glutathione beads, profiling panel, artefact control, biophysical, 488/530 nm, flow cytometry. GSH beads flow cytometry, compound fluorescence 488/530 nm; hits give high values. fluorescence (KMESF) at 10 µM. hit rate 0.25% among 190,000; in the data active means fluorescence above about 89;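 further: glutathione beads carrying GST-tagged Bcl family fusion proteins plus one bare bead set; values are compound well signal with DMSO vehicle wells as background; inactives centre near 16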
ABCG2 inh – ABCG2 efflux pump inhibitors, primary screen, multiplex with ABCB1, IgMXP3 cells, flow cytometry | Broad substrate specificity ATP-binding cassette transporter ABCG2 (Homo sapiens), Q9UNQ0 | JC-1 efflux | inhibition, % at 6.6 µM | hit rate 0.1% among 190,000;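 active means inhibition above 80%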;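 further: 0% = DMSO and 100% = nicardipine control wells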
Target sequence (Q9UNQ0 whole entry, looked up): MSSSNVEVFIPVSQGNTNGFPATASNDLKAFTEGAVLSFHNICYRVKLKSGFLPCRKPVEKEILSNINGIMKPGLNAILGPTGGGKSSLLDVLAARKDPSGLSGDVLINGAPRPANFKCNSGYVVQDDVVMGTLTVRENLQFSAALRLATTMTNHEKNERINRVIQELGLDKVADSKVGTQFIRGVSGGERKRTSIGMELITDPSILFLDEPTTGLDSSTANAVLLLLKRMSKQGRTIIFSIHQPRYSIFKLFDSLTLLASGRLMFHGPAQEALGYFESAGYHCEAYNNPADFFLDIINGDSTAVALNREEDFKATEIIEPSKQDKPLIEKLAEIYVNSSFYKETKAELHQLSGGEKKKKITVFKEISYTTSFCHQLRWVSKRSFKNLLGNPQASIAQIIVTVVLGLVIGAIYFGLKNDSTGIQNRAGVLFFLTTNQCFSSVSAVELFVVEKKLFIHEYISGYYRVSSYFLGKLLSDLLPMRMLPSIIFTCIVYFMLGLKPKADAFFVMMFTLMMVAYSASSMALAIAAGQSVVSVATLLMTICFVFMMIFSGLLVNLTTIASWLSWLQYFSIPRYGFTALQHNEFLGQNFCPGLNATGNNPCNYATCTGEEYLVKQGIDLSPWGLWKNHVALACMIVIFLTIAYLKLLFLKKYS
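Incubation: cells with compound and JC-1, 10 min at 25 °C, rotating, no wash / Test system: IgMXP3 (ABCG2) plus far-red-tagged CCRF-Adr (ABCB1) cells / Compound dosing: one concentration, 6.6 µM final / Also added: JC-1 fluorescent substrate / Evaluation: efflux inhibition in percent versus controls / Detection: flow cytometry, 530 nm JC-1 signal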
RGS8-Gao – RGS8-Galphao binding modulators, primary screen, biochemical, multiplexed bead flow cytometry. AID 1423, 2008. actives lie on both sides. hit rate 0.34% among 220,000. response (percent of control binding), % at 10 µM. Guanine nucleotide-binding protein G(o) subunit alpha (Homo sapiens), P09471; in the data active means response below about 60% or above about 140%; inactive means in between;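 further: Galphao activated as the GDP aluminium fluoride complex binding bead-coupled RGS8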
Target sequence (P09471 whole entry, looked up): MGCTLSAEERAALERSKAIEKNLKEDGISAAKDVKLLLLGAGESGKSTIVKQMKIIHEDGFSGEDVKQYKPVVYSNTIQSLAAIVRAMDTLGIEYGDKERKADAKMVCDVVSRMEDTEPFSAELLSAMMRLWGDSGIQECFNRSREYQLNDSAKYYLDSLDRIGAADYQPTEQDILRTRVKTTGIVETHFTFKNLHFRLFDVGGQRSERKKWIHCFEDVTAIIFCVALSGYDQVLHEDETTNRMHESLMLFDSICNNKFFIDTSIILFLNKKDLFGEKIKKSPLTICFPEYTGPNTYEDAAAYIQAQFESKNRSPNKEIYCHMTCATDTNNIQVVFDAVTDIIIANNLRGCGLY
ABCB1 inh – ABCB1 efflux pump inhibitors, primary screen, cell-based, multiplex, flow cytometry, ABCG2 counter-screen | hit rate 0.067% among 190,000 | CCRF-Adr cells, JC-1 efflux | AID 1326, 2008 | inhibition, % at 6.6 µM; in the data active means inhibition above about 40%;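 further: 0% = vehicle and 100% = reference inhibitor; higher value means more JC-1 retained so stronger ABCB1 efflux block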
Avidin bead fluor – green autofluorescence of compounds with avidin beads – biophysical, 488/530 nm, flow cytometry, artefact control, profiling panel. compound fluorescence 488/530 nm; hits give high values. fluorescence (KMESF) at 10 µM. hit rate 0.38% among 220,000; in the data active means fluorescence above about 47; further: inactives centre near 10
Bim-Mcl-1 – inhibitors of Bim peptide binding to Mcl-1, primary screen, biochemical, bead-based flow cytometry, multiplex; hit rate 0.1% among 190,000; Bim peptide-Mcl-1 binding; Induced myeloid leukemia cell differentiation protein Mcl-1 (Homo sapiens), Q07820; inhibition, % at 10 µM; in the data active means inhibition above about 40%;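 further: 0% = no compound tracer wells and 100% = peptide blocker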
RGS4-Gao reg – modulators of RGS4 binding to Galphao, primary screen, biochemical, multiplexed bead flow cytometry; Guanine nucleotide-binding protein G(o) subunit alpha (Homo sapiens), P09471; actives lie on both sides; binding response (% of control), % at 10 µM; hit rate 0.33% among 220,000; AID 1415, 2008; in the data active means binding response below about 49% or above about 150%; inactive means in between;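 further: fluorescent Galphao activated with aluminum fluoride binding bead-coupled RGS4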
Mcl1-Noxa inh – Mcl-1/Noxa binding inhibitors, primary screen, biochemical, TR-FRET, 1536-well. inhibition, % at 21.7 µM. hit rate 1.5% among 220,000. Induced myeloid leukemia cell differentiation protein Mcl-1 (Homo sapiens), Q07820. TR-FRET Mcl-1/Noxa peptide binding, 2 h;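 active means compounds that cut the protein-peptide binding signal by more than 50% relative to plate controls in a single-dose test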;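 further: His-tagged Mcl-1 with rhodamine Noxa BH3 peptide and terbium anti-His antibody; 0% = Mcl-1 plus Noxa peptide wells and 100% = peptide-only wells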
RGS7-Gao – RGS7-Galphao binding modulators, primary screen, biochemical, multiplexed bead flow cytometry | Guanine nucleotide-binding protein G(o) subunit alpha (Homo sapiens), P09471 | binding response (% of control), % at 10 µM | hit rate 0.35% among 220,000 | actives lie on both sides; in the data active means binding response below about 49% or above about 150%; inconclusive means no clear call, values can overlap the other calls; inactive means in between;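 further: fluorescent Galphao held in activated GDP-AlF4 state binding bead-coupled RGS7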
Mcl1 Bid PPI – Mcl-1/Bid binding inhibitors, primary screen, biochemical, TR-FRET, 1536-well | TR-FRET Mcl-1/Bid-Dy647 peptide binding | inhibition, % at 21.7 µM | hit rate 0.97% among 220,000 | AID 1021, 2008;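 active means compounds that cut the binding signal by more than half at the single screening dose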;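 further: His-tagged Mcl-1 with europium anti-His antibody binding Bid BH3 peptide; 0% = Mcl-1 plus peptide wells and 100% = peptide-only wells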
Pf gametocyte – late stage P. falciparum gametocyte viability inhibitors, primary screen, ATP luminescence, HTS; hit rate 0.065% among 150,000; P. falciparum stage V gametocytes, 24 h; inhibition, % at 10.9 µM;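 active means inhibition above the mean plus 3 SD of compounds within the control limits, set per campaign, cut at about 38% in these data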;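 further: 0% = DMSO wells and 100% = medium only without gametocytes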
* hit, by the source's call; u = inconclusive; x = no result given.

SMILES	GSH fluor	ABCG2 inh	RGS8-Gao	ABCB1 inh	Avidin bead fluor	Bim-Mcl-1	RGS4-Gao reg	Mcl1-Noxa inh	RGS7-Gao	Mcl1 Bid PPI	Pf gametocyte
O/N=C/c1ccc(OCc2ccccc2)c(Br)c1	9	7.9	74.1	0.6	7	0.0	84.4	7.3	82.1	2.7	x
COc1ccc(C2Nc3ccccc3C(=O)N2c2ccccc2)cc1CN1CCOCC1 (stereo unspecified)	18	0.7	102.6	0.4	9	-6.0	91.7	1.6	91.9	-37.5	-7.9
Cc1cccc(-c2cc3nc(C)c(C)c(NCCCn4ccnc4)n3n2)c1	x	x	93.9	x	7	x	82.3	31.8	u	-56.9	-41.9
CCOc1cc2c(cc1OCC)C(C(=O)O)C(c1cc(OC)c(OC)c(OC)c1)N(C)C2=O (stereo unspecified)	21	0.6	96.7	0.3	17	0.0	96.6	-3.3	94.6	-2.9	2.0
Cc1ccc(NC(=S)N(CCN2CCOCC2)Cc2ccccc2F)cc1Cl	8	6.7	118.1	1.5	17	-1.0	103.7	16.1	103.2	-6.0	-1.1
CCCN1CN(Cc2ccco2)c2nc3ccccc3n2C1	26	3.5	97.8	0.6	11	-2.0	95.7	-6.6	97.5	-2.1	3.4
CC1CC(=O)NN=C1c1ccc(N)c([N+](=O)[O-])c1 (stereo unspecified)	5	10.2	100.1	0.6	3	-3.0	104.4	6.2	105.1	-23.4	x
Cc1cc(N2CCCCC2)nc(N2CCOCC2)n1	35	-2.8	105.7	0.2	111*	-5.0	110.2	-6.9	124.6	-20.9	14.1
COc1ccc(CNC(=O)C2CCCN(c3nc4ccccc4o3)C2)c(OC)c1 (stereo unspecified)	22	18.6	101.0	5.2	27	-7.0	99.1	9.6	98.1	5.3	x
O=C(CSc1c2c(nc3ccccc13)CCCC2)NCc1ccco1	10	0.4	95.7	0.6	10	0.0	91.3	10.9	98.4	-5.4	27.6
Nc1nc(-c2ccc([N+](=O)[O-])cc2)c(C(=O)Nc2ccc(Cl)cc2)s1	x	x	82.4	x	5	x	70.3	25.5	u	38.4	1.7
O=C(Nc1ccc(Cl)cc1)N1CCC(c2nc(-c3ccc(F)cc3)no2)CC1	34	54.2	95.8	0.6	15	-2.0	101.1	9.2	100.3	-1.2	x
C(=N\N1CCN(Cc2ccccc2)CC1)/c1cccnc1	17	1.0	100.6	0.0	14	-8.0	101.7	15.9	102.4	-24.4	x
N#Cc1ccc(-c2ccc(OCC(O)CN3CCOCC3)cc2)cc1 (stereo unspecified)	20	12.1	100.8	-0.5	12	-2.0	101.5	15.9	105.5	-14.1	-4.1
Cc1csc(N(C)C(=O)CSc2nnc(COc3cccc4ccccc34)o2)n1	19	1.4	104.1	0.2	11	-3.0	105.3	-4.1	107.0	-31.8	x
CC1(OC(=O)C2CCCC2)C(=O)C=C2C=C(c3ccsc3)N(Cc3ccccc3)C=C2C1=O (stereo unspecified)	x	x	103.0	x	8	x	106.0	24.6	u	-86.0	-16.5
Cc1c(C(=S)NC(=O)C2CC2)c(=O)n(-c2ccccc2)n1C	12	13.6	99.5	-1.5	x	-1.0	102.9	21.5	97.6	-49.5	-5.5
COC(=O)c1sc2nc3c(cc2c1N)C(=O)CC(C)(C)C3	10	2.0	100.2	0.2	34	-4.0	100.4	-19.4	98.0	-22.3	9.1
NC(=O)c1nnn(-c2ccc([N+](=O)[O-])cc2)c1-c1ccccc1	x	x	97.1	x	6	x	93.3	-7.9	u	-1.4	3.5
CCSC(=O)CCCCCCCCCCCO	25	-0.3	97.8	0.1	3	-3.0	95.4	17.6	95.6	15.5	26.6
Cc1ccc(NC(=O)C2CCN(c3cnccn3)CC2)cc1C	12	3.5	101.5	0.3	13	0.0	98.3	-0.1	101.8	-38.2	21.9
COc1ccccc1CNC(=O)C/C(C)=N/NC(=O)COc1ccc(C)cc1Br	7	-0.6	97.8	0.2	3	0.0	97.9	3.7	101.3	-66.1	-22.2
N#CC(=NCc1cccnc1)C1=C(O)c2ccccc2C1=O	x	x	106.5	x	7	x	111.8	4.1	u	-5.5	-5.7
COc1ccc(Nc2nc(N3CCN(C)CC3)nc3ccccc23)c(OC)c1	20	9.3	101.4	1.8	9	0.0	100.9	13.2	u	-25.2	-1.0
COc1cc(NS(C)(=O)=O)cc(OC)c1OC	15	2.3	98.5	0.1	15	1.0	98.8	-15.2	u	-22.5	4.4

The list continues:
SMILES	GSH fluor	ABCG2 inh	RGS8-Gao	ABCB1 inh	Avidin bead fluor	Bim-Mcl-1	RGS4-Gao reg	Mcl1-Noxa inh	RGS7-Gao	Mcl1 Bid PPI	Pf gametocyte
CCOC(=O)N1CCC(c2cc(=O)n3[nH]c(C)c(-c4ccc(F)cc4)c3n2)CC1	17	0.2	101.4	0.2	5	0.0	101.0	-68.4	98.9	-75.5	x
Cc1cc(C(F)(F)F)nc(Nc2nc(C)c3ccccc3n2)n1	20	2.4	96.6	0.4	3	-2.0	97.3	-19.5	98.2	-28.1	x
CC(Nc1nc2ccccc2n2cnnc12)c1ccccc1 (stereo unspecified)	x	x	99.4	x	5	x	98.7	-4.0	u	-8.7	-14.0
CCOc1ccccc1-n1c(COc2ccccc2)nnc1SCC(N)=O	14	5.4	104.3	0.9	4	-2.0	105.7	-3.3	99.2	-31.0	x
NCCOc1ccccc1OCCN	13	2.7	103.5	0.6	13	0.0	105.8	18.9	u	-24.5	16.0
CN(C)S(=O)(=O)c1ccc(C(=O)Nc2ccccc2OC(F)(F)C(F)F)cc1	23	3.0	102.9	0.3	18	-5.0	102.3	12.8	99.7	-12.7	x
COC(=O)C(Cc1ccccc1)NC(=O)c1cc(=O)[nH]c2ccccc12 (stereo unspecified)	19	1.1	101.0	0.0	8	2.0	98.8	-14.9	101.1	-6.1	x
COC(=O)c1cn(C(=O)c2ccc(C)c(C)c2)c2ccccc12	24	0.5	102.7	-0.1	12	0.0	105.2	-10.6	101.9	-7.7	2.6
CC1(C)CC(=O)C(CC2=C(O)CC(C)(C)CC2=O)=C(O)C1	27	-2.7	101.4	-0.8	8	0.0	101.0	4.6	100.3	-23.3	x
N#Cc1c(C(F)(F)F)cc(-c2ccc(Cl)c(Cl)c2)nc1SCCN1CCOCC1	31	21.2	101.2	3.6	12	-3.0	101.2	11.4	97.8	-2.0	x
Cc1cc(C)c2c(n1)nn1c(C)c(CCC(=O)NCc3ccco3)c(C)nc21	20	1.1	100.2	0.2	7	3.0	99.4	12.1	94.1	-14.2	x
CN(C)/C=C(\C(=O)c1ccc(Cl)cc1)c1nnnn1-c1ccc(Cl)cc1	18	0.8	98.3	0.2	21	-3.0	95.9	-6.3	97.5	-14.5	-1.2
COc1ccc(C(c2nnnn2C2CCCC2)N2CCN(c3ccccc3)CC2)cc1 (stereo unspecified)	17	0.6	100.5	0.5	22	-2.0	98.0	-8.7	98.8	-18.4	23.3
CCN(CC(N)=O)S(=O)(=O)c1ccc(F)cc1	12	-0.1	102.5	1.6	6	-1.0	96.6	-0.3	99.9	-9.0	-8.8
O=C(c1cc(S(=O)(=O)N2CCCCC2)ccc1F)N1CCCCC1	13	1.7	99.0	0.3	38	-5.0	94.3	-13.5	95.8	-4.1	x
CCCn1c(=N)n(CC(O)c2ccco2)c2ccccc21 (stereo unspecified)	19	5.8	99.7	-0.7	34	-1.0	95.0	-14.8	95.8	-15.6	x
Cc1cccc(N2CCN(C(=O)CC(NC(=O)c3ccccc3Cl)c3ccccc3)CC2)c1C (stereo unspecified)	11	39.2	98.4	8.2	14	-4.0	101.6	-3.7	100.6	0.0	-1.6
CCOC(=O)C(=CNc1ccc2c(c1)nnn2-c1ccc(Cl)cc1)C(=O)OCC	14	10.7	99.7	1.9	12	-4.0	96.0	11.4	93.2	7.0	x
COc1ccc(C2C(C(=O)N3CCN(c4ccccc4)CC3)c3ccccc3C(=O)N2C)cc1 (stereo unspecified)	17	6.6	95.8	2.3	14	2.0	100.1	29.0	84.8	-26.3	x
O=Cc1ccc(-n2cccn2)cc1	16	2.9	109.1	0.8	21	0.0	106.9	3.9	106.5	9.9	-27.8
CC(C)C[C@H](NC(=O)OC(C)(C)C)c1nnc(SCc2ccccc2)o1	24	2.6	100.8	1.6	31	-1.0	101.5	-8.4	102.5	-15.3	-12.1
CC(=O)[C@@]1(O)CC[C@H]2[C@@H]3C[C@H](C)C4=CC(=O)C=C[C@]4(C)[C@@]3(F)[C@@H](O)C[C@@]21C	21	0.0	100.1	0.1	9	-1.0	98.0	5.2	101.4	-1.9	x
COc1ccccc1NS(=O)(=O)c1ccc(NC(C)=O)cc1	32	0.1	99.5	0.1	14	-2.0	99.6	2.5	98.7	-0.5	-11.7
CCCn1c(SCC(=O)Nc2ccc(Cl)cc2)n[nH]c1=O	14	0.2	106.2	-0.1	28	-3.0	102.6	13.2	102.4	-8.9	12.9
N=c1c(C(=O)NCc2ccco2)cc2c(=O)n3ccccc3nc2n1CCc1ccccc1	18	4.4	99.1	-0.3	5	13.0	88.4	67.7*	94.1	10.9	x
CN1CCN(S(=O)(=O)c2ccc(NC(=O)c3ccc(Br)s3)cc2)CC1	27	7.2	95.2	0.5	5	0.0	94.0	17.9	92.9	-2.4	-33.6
Cc1ccc(C)c(C(=O)CN2C(=O)NC3(CCC(C)CC3)C2=O)c1 (stereo unspecified)	11	6.7	100.2	0.9	22	-7.0	91.5	-11.9	92.0	-8.6	-11.3

Record cards, from the list above. Order of values: GSH fluor, ABCG2 inh, RGS8-Gao, ABCB1 inh, Avidin bead fluor, Bim-Mcl-1, RGS4-Gao reg, Mcl1-Noxa inh, RGS7-Gao, Mcl1 Bid PPI, Pf gametocyte
CN1CCN(S(=O)(=O)c2ccc(NC(=O)c3ccc(Br)s3)cc2)CC1 across the screens: 27, 7.2, 95.2, 0.5, 5, 0.0, 94.0, 17.9, 92.9, -2.4, -33.6
NCCOc1ccccc1OCCN across the screens: 13, 2.7, 103.5, 0.6, 13, 0.0, 105.8, 18.9, u, -24.5, 16.0
CC(Nc1nc2ccccc2n2cnnc12)c1ccccc1 (stereo unspecified) across the screens: x, x, 99.4, x, 5, x, 98.7, -4.0, u, -8.7, -14.0
COc1ccccc1NS(=O)(=O)c1ccc(NC(C)=O)cc1 across the screens: 32, 0.1, 99.5, 0.1, 14, -2.0, 99.6, 2.5, 98.7, -0.5, -11.7
CCOC(=O)N1CCC(c2cc(=O)n3[nH]c(C)c(-c4ccc(F)cc4)c3n2)CC1 across the screens: 17, 0.2, 101.4, 0.2, 5, 0.0, 101.0, -68.4, 98.9, -75.5, x

Compound activity (PubChem)
